# Compound activity as filed in PubChem.
# VEEV TC-83 Vero: inhibitors of VEEV TC-83 cytopathic effect, confirmation, Vero cells (AID 588727); Vero cells, VEEV TC-83 cytopathic effect inhibition; higher % means a stronger effect; 350,000 tested, 0.13% active; one-dose inhibition, % at 20 µM; IC50 in µM for titrated hits; in the data active = a potency from the dose series; inconclusive = inhibition mostly from about 14% at the one dose, without a potency; inactive = the rest, 99 in 100 with inhibition below about 12%; also: strong numbers were not always called active
# Salmonella PhoP GFP: Inhibition of PhoP regulon, Salmonella typhi GFP reporter cells, confirmation, 4 h (AID 1850); Salmonella Typhi PhoP-promoter GFP reporter, fluorescence, 4 h; higher % means a stronger effect; inhibition, % at 50 µM, or IC50 in µM where a hit was titrated; 310,000 tested, 0.33% active; in the data active = a potency from the dose series; inconclusive = inhibition mostly from about 25% at the one dose, without a potency; inactive = the rest, 99 in 100 with inhibition below about 19%;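 also: 0% = induced wells with vehicle and 100% = uninduced wells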
# influenza NS1A: NS1A inhibition, H1N1 influenza, cell based functional assay (AID 504329); 340,000 tested, 0.3% active; inhibition, % at 12.5 µM; hits with a dose series show IC50 in µM; NS1A functional cell-based assay, percent inhibition; higher % means a stronger effect; in the data active = a potency from the dose series; inconclusive = inhibition above about 27% without an active follow-up result; also: strong numbers were not always called active
# tuberculosis growth: growth inhibition of non-replicating M. tuberculosis (AID 488890). Mycobacterium tuberculosis non-replicating, growth inhibition; higher % means a stronger effect. 320,000 tested, 0.39% active. one-dose inhibition, % at 25 µM; IC50 in µM for titrated hits; in the data active = a potency from the dose series; inconclusive = inhibition mostly from about 82% at the one dose, without a potency; inactive = the rest, 99 in 100 with inhibition below about 76%;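 also: plate controls were DMSO cells for no effect and high antibiotic wells for full effect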
# H37Rv inhibition: M. tuberculosis growth inhibition, HTS (AID 449762); M. tuberculosis H37Rv growth inhibition, 7H9 media; higher % means a stronger effect; inhibition, % at 25 µM, or IC50 in µM where a hit was titrated; 330,000 tested, 0.59% active; in the data active = a potency from the dose series; inconclusive = inhibition above about 70% without an active follow-up result;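 also: bacterial growth assessed after seven days of incubation; strong numbers were not always called active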
# VEEV TC-83 Vero 10K pilot screen: also measured in VEEV TC-83 Vero; calls as there; inhibition, %; measured here: 10K pilot screen inhibition
# * marks the source's active call; other numbers are inactive results; i = inactive; ? = inconclusive; / = not tested or not shown; & = joins results of further samples.
SMILES,VEEV TC-83 Vero,Salmonella PhoP GFP,influenza NS1A,tuberculosis growth,H37Rv inhibition,others
CCc1nc2ccccc2c(C(=O)OCCN2C(=O)c3ccccc3C2=O)c1C,2.3%,3%,13%,1%,-2%,
Cn1cccc1/C=N/n1c(-c2ccco2)n[nH]c1=S,0.1%,-10%,-16%,-44%,-4%,
CC(C)(C)c1cc(Br)c(O)c(N=Nc2ccc(S(=O)(=O)N3CCOCC3)cc2)c1,0.4%,-2%,20%,22%,5%,
COc1cccc(NC(=O)CSc2nc3n[nH]c(C)c3c(=N)n2-c2cccc(OC)c2)c1,8.7%,10%,13%,-2%,0%,
COc1cc(OC)cc(C(=O)N2CCC(N3CCN(c4ccccc4OC)CC3)CC2)c1,2.7%,-5%,-5%,-5%,-3%,
CC(C)(C)NC(=O)COC(=O)/C=C/c1ccc(F)cc1,i,-5%,-3%,-1%,-7%,
Cc1ccc(-c2n[nH]c(=O)c3ccccc23)cc1S(=O)(=O)N(C)CCO,0.2%,-2%,-2%,-2%,-6%,
COc1cc(C(=O)NCc2cccs2)ccc1OCc1c(C)noc1C,7.3%,/,-6%,7%,-7%,
COc1ccc(/C=C(\C#N)C(=O)NCc2ccccc2)cc1O,i,15%,4%,5%,-5%,
COc1ccc2c(c1)N(C(=O)CSc1n[nH]c(C)n1)C(C)(C)C=C2C,8.2%,9%,-10%,-7%,-1%,
COC(C[C@H](O)C[C@H](O)COCc1ccccc1)OC,0.7%,/,5%,/,/,
COc1ccc(C(=O)CC2C(=O)N(C)C(=O)N(C)C2=O)cc1,0.5%,-1%,-3%,15%,2%,
CCc1cccc(NC(=O)Nc2cccs2)c1,4.1%,9%,1%,0%,0%,
CSc1nc2c(c(=O)[nH]1)C(c1cccc(Br)c1)CC(=O)N2 (centres undefined),1.2%,-3%,-2%,5%,-5%,
COc1ccccc1NC(=O)C(C)NS(=O)(=O)c1ccccc1 (centres undefined),1.2%,-11%,3%,6%,6%,
COc1cc(NC(=O)CSc2c3c(nc4ccccc24)CCC3)cc(OC)c1OC,1.7%,-2%,25%,5%,0%,
C=CCNC(=O)C1CC(c2cccc(OC)c2)=NO1 (centres undefined),0.6%,-2%,-11%,-5%,-4%,
C=C[C@H]1[C@H](O[C@@H]2O[C@H](CO)[C@@H](O)[C@H](O)[C@H]2O)OC=C2C(=O)OCC[C@]21O,0.2%,/,-2%,1%,1%,VEEV TC-83 Vero 10K pilot screen=0.3
Cn1ccsc1=NC(=O)c1cc(S(=O)(=O)N2CCOCC2)ccc1F,8.4%,6%,-6%,-3%,0%,
Fc1cccc(F)c1-n1c(CN2CCCCC2)csc1=S,0.2%,0%,-8%,-10%,3%,
COc1ccc2sc(C)nc2c1NC(C)=O,4.4%,0%,1%,-1%,-7%,
C=CCN1C=C2C(=O)C(C)(OC(=O)C3CCCC3)C(=O)C=C2C=C1c1ccsc1 (centres undefined),0.2%,4%,15%,17%,6%,
Nc1nnc(SCC(=O)OCC(=O)Nc2ccccc2)s1,0.2%,-3%,2%,12%,-5%,
O=C(COC(=O)/C=C/c1ccc(OC(F)F)cc1)Nc1ccc(N2CCOCC2)cc1,1.0%,-1%,-7%,3%,36%,
COc1ccc(NC(=O)c2ccc3c(=O)n(-c4ccc(OC)cc4OC)c(=S)[nH]c3c2)cc1,4.8%,0%,-4%,-5%,52%,
Cc1nn(Cc2ccccc2Cl)c(C)c1C(=O)OCC(=O)NC1CCCC(C)C1C (centres undefined),i,-4%,2%,9%,-1%,
COCCN1Cc2cccc(C(=O)Nc3c(C)cc(C)cc3C)c2C1=O,3.6%,-14%,-16%,/,-8%,VEEV TC-83 Vero 10K pilot screen=0.0
O=C(Nc1ccccc1)N(C1=NCCCCS1)c1ccccc1,i,-8%,-13%,9%,-4%,
N#C/C(=C/c1ccc(Br)s1)C(=O)NCCc1c[nH]c2ccccc12,3.2%,-10%,5%,5%,4%,
CC(=O)/C(C[N+]1(C)CCCCC1)=N\O,1.1%,-30%,0%,9%,-1%,
COc1ccc(-c2nnc(Sc3nc4ccccc4o3)c3ccccc23)cc1,?,-13%,-2%,30%,-13%,
NC(=O)c1ccc(N2CCN(c3ncc(C(F)(F)F)cc3Cl)CC2)cc1,i,-2%,-5%,3%,4%,
CC1CCc2c(C(=O)NCc3ccco3)csc2C1 (centres undefined),i,3%,-8%,?,7%,
C[C@H](CO)NC(=O)[C@@H]1C[C@H]1[C@@H](NP(=O)(c1ccccc1)c1ccccc1)c1ccccc1,0.0%,7%,1%,1%,-3%,
O=C(C1CC(=O)N(c2ccc(Br)cc2)C1)N1CCCC1 (centres undefined),3.2%,4%,8%,0%,-13%,
Cc1noc(C)c1S(=O)(=O)N1CCCC(C(=O)NCCC2=CCCCC2)C1 (centres undefined),0.1%,-11%,3%,45%,-3%,
O=C(c1cn(-c2ccccc2)nc1-c1ccccc1)N1CCOCC1,5.9%,2%,3%,-14%,-2%,VEEV TC-83 Vero 10K pilot screen=3.1
Fc1ccc(CSc2ncnc3ccccc23)cc1,6.2%,-2%,-3%,41%,14%,
O=c1/c(=C/c2cccc3ccccc23)sc2ncnn12,0.3%,-6%,3%,?,-7%,
CCN1CCN(c2nnc(-c3ccc(C)cc3)c3ccccc23)CC1,0.3%,3%,3%,38%,4%,
O=[N+]([O-])c1cc(S(=O)(=O)N2CCOCC2)ccc1N1CCCC1,0.3%,6%,3%,-11%,1%,
CCCCc1cc(=O)oc2cc(OCC(=O)N3CCOCC3)ccc12,1.3%,11%,4%,5%,-3%,
COc1ccccc1NS(=O)(=O)c1ccc(C(=O)NCc2ccncc2)cc1,1.6%,/,-7%,3%,5%,
CN(C)C(CNC(=O)c1ccc(S(=O)(=O)Nc2ccccc2)cc1)c1ccco1 (centres undefined),0.6%,0%,1%,-13%,4%,
CC(NC(=O)Cn1ccsc1=N)C12CC3CC(CC(C3)C1)C2 (centres undefined),i,-1%,0%,22%,2%,
O=C(C(=O)N1CCN(c2ccc(F)cc2)CC1)c1c[nH]c2ccccc12,3.5%,8%,-1%,-2%,45%,
Cc1ccc(/C=C2/C(=N)N3N=C(CC(=O)N4CCCC4)SC3=NC2=O)o1,0.2%,9%,9%,-11%,10%,
CN(C(=O)C(Cl)Cl)c1ccc(OC(=O)c2ccco2)cc1,0.3%,-1%&4%,-5%,5%,-5%,
COc1ccc(Cn2c(=O)c3[nH]cnc3n(-c3ccccc3C)c2=O)cc1,5.9%,-18%,-1%,5%,13%,
CCC(CC)c1nnc(NC(=O)c2cccc(S(=O)(=O)N3CCc4ccccc43)c2)s1,1.1%,-11%,-1%,42%,-4%,
CC(=O)Nc1ccc(S(=O)(=O)Nc2nc3ccccc3nc2N2CCOCC2)cc1,0.9%,/,0%,6%,-3%,
C[C@@H]1C(=O)O[C@H]2[C@H](O)[C@]34[C@@H]5OC(=O)[C@]3(OC3OC(=O)[C@H](O)C34[C@H](C(C)(C)C)[C@@H]5O)[C@@]12O (some centres undefined),0.7%,/,-1%,/,/,
COC(=O)c1cc(S(=O)(=O)Nc2c(C)cccc2C)cn1C,0.5%,-19%,27%,1%,-5%,
CN(C)c1ccc(/C=N/n2c(COc3ccccc3)n[nH]c2=S)cc1,2.0%,-6%,9%,-11%,4%,
COc1ccc2c3n(nc2c1)CCN=C3c1ccc(Cl)cc1,0.8%,-9%,-6%,0%,5%,VEEV TC-83 Vero 10K pilot screen=0.4
CCOc1ccc(CC(=O)NNC(=S)NC)cc1Br,i,-16%,/,-18%,4%,
CCCCn1c(N)c(N(CCOC)C(=O)CSc2nnc(-c3ccc(F)cc3)n2N)c(=O)[nH]c1=O,1.0%,0%,0%,-17%,-8%,
O=C(Cc1ccc(Cl)cc1)NNC1CC(=O)N(c2ccc3ccccc3c2)C1=O (centres undefined),i,-1%,7%,-7%,-2%,
CCOC(=O)C1=C(C)N=C2SC(C)C(=O)N2C1c1ccc(OC(C)=O)c(OC)c1 (centres undefined),0.3%,-3%,7%,5%,0%,
CCCC(C)NC(=O)Cc1ccccc1 (centres undefined),i,1%,12%,-5%,2%,

# Retrieved by structure from the entries so far (three):
SMILES,VEEV TC-83 Vero,Salmonella PhoP GFP,influenza NS1A,tuberculosis growth,H37Rv inhibition,others
CCCCc1cc(=O)oc2cc(OCC(=O)N3CCOCC3)ccc12,1.3%,11%,4%,5%,-3%,
COc1ccccc1NS(=O)(=O)c1ccc(C(=O)NCc2ccncc2)cc1,1.6%,/,-7%,3%,5%,
O=C(C(=O)N1CCN(c2ccc(F)cc2)CC1)c1c[nH]c2ccccc12,3.5%,8%,-1%,-2%,45%,

# Next part:
SMILES,VEEV TC-83 Vero,Salmonella PhoP GFP,influenza NS1A,tuberculosis growth,H37Rv inhibition,others
C[C@H](CO)N1C[C@H](C)[C@@H](CN(C)C(=O)Nc2ccccc2)Oc2ccc(NC(=O)CCC(F)(F)F)cc2C1=O,0.1%,/,1%,12%,1%,
O=C(NCC(c1ccco1)N1CCCC1)c1sc2ccccc2c1Cl (centres undefined),0.8%,4%,-15%,33%,13%,
CC1CCN(C(=O)c2cc(Cl)nc3ccccc23)CC1,0.1%,-2%,4%,7%,-4%,
CCCCC(=O)Nc1ccc(NC(=O)c2ccc([N+](=O)[O-])cc2)cc1OC,0.4%,-6%,3%,-7%,1%,
CCCCn1c(=O)[nH]c(=O)c2c1nc(-c1ccc(OCCC)c(OCC)c1)n2CCOC,6.4%,10%,0%,5%,13%,
COc1ccc(N=C2NC(=O)/C(=C\C=C\c3ccco3)S2)cc1,3.4%,/,19%,/,/,
O=[N+]([O-])c1cccc(-c2nnc3c4ccccc4c4ccccc4n23)c1,7.6%,-6%,10%,-7%,-2%,
CC1CC(N(C(=O)C2CC2)c2ccccc2)c2ccccc2N1C(=O)C1CC1 (centres undefined),i,-3%,3%,5%,1%,
C/C(=N\Nc1ccc2nncn2n1)c1cccs1,1.6%,4%,-16%,-10%,7%,
O=C(c1ccco1)N1CCN(C(c2ccccc2F)c2nnnn2Cc2cccs2)CC1 (centres undefined),2.8%,-3%,3%,-1%,-6%,
Cc1cc(C(=O)CSc2nc3ccccc3c(=O)[nH]2)c(C)n1C,8.0%,6%,1%,-3%,-15%,
Cc1ccc(NC(=S)N2CCC(c3nc4ccccc4s3)CC2)cc1,1.4%,-4%,4%,18%,0%,
O=c1c2ccccc2nc(SCc2cccc(F)c2)n1-c1cccc(S(=O)(=O)N2CCCC2)c1,7.9%,-3%,-3%,25%,16%,
COc1cc(-c2cccc([C@H]3[C@@H]4C=CC[C@@H](C)[C@@H]4C(=O)N3Cc3ccccc3)c2)cc(OC)c1OC,7.3%,/,-9%,/,/,
CC(=O)NC(C)c1nc2ccccc2n1CC(=O)N1C(C)CCCC1C (centres undefined),i,6%,2%,12%,2%,
Oc1ccc(C[C@H]2NCCc3cc(O)c(O)cc32)cc1O,0.4%,-1%,-13%,-12%,-3%,
CCC(C)(C(=O)NC1CCCC1)N(C(=O)c1cnccn1)c1c(C)n(C)n(-c2ccccc2)c1=O (centres undefined),1.1%,17%,-4%,-3%,-4%,
C/C(=N\NC(=O)c1ccccc1C)c1cccnc1,i,-6%,13%,-20%,7%,
Cc1cc(C(F)(F)F)n2[nH]c(=O)c(N=Nc3ccccc3)c2n1,1.8%,7%,6%,-1%,3%,
CCC(C(=O)Nc1ccc2c(c1)OCCO2)c1ccccc1 (centres undefined),i,-6%,16%,0%,-1%,
O=C(Cc1c(F)cccc1Cl)NCC(=O)OCc1ccccc1,2.9%,-3%,-7%,54%,7%,

# Arranged by number of heavy atoms (smallest number first): 4 of the compounds above.
SMILES,VEEV TC-83 Vero,Salmonella PhoP GFP,influenza NS1A,tuberculosis growth,H37Rv inhibition,others
C/C(=N\Nc1ccc2nncn2n1)c1cccs1,1.6%,4%,-16%,-10%,7%,
O=C(Cc1c(F)cccc1Cl)NCC(=O)OCc1ccccc1,2.9%,-3%,-7%,54%,7%,
CCCCC(=O)Nc1ccc(NC(=O)c2ccc([N+](=O)[O-])cc2)cc1OC,0.4%,-6%,3%,-7%,1%,
COc1cc(-c2cccc([C@H]3[C@@H]4C=CC[C@@H](C)[C@@H]4C(=O)N3Cc3ccccc3)c2)cc(OC)c1OC,7.3%,/,-9%,/,/,

# Gathered by group, the compounds so far with a cyano group (two)
SMILES,VEEV TC-83 Vero,Salmonella PhoP GFP,influenza NS1A,tuberculosis growth,H37Rv inhibition,others
COc1ccc(/C=C(\C#N)C(=O)NCc2ccccc2)cc1O,i,15%,4%,5%,-5%,
N#C/C(=C/c1ccc(Br)s1)C(=O)NCCc1c[nH]c2ccccc12,3.2%,-10%,5%,5%,4%,
